Source: PubChem
NSD2 inh: inhibitors of human NSD2 methyltransferase; NSD2-SET H3K36me1 DELFIA fluorescence, biochemical; inhibition, % at 12.5 µM; 44,000 tested, 0.07% active; AID 624260; in the data active means inhibition above about 54%, passing the limit was not always enough;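 further: inhibitors reduce the monomethyl H3K36 fluorescence signal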
Starred values were filed as active, the others as inactive. Only part of the results is shown; the hit share may differ from the screen's.

Results for CC1CC(=O)C2C(O)(C1)CC(O)C13OC1c1c(O)cccc1C(=O)C23O (centres undefined) ?
NSD2 inh: 1.3

What do the screens show for `C[C@@H]1CN([C@@H](C)CO)C(=O)c2cccc(NC(=O)c3ccncc3)c2O[C@H]1CN(C)Cc1ccc2c(c1)OCO2`?
NSD2 inh: 0.4

What do the screens show for `CC(C)CC#Cc1ccc2c(c1)O[C@H](CN(C)Cc1ccccc1F)[C@@H](C)CN([C@@H](C)CO)S2(=O)=O`?
NSD2 inh: -1.1

Results for CC(C)=CCC[C@@H](C)C/C=N/NC(=O)c1ccccn1 ?
NSD2 inh: 3.2

What do the screens show for `C[C@@H]1CCCCO[C@H](CN(C)C(=O)c2ccccc2)[C@@H](C)CN([C@H](C)CO)C(=O)c2cc(NC(=O)Nc3ccccc3)ccc2O1`?
NSD2 inh: -4.6

Results for CC(=O)N(C)C[C@H]1Oc2cc(C3=CCCC3)ccc2S(=O)(=O)N([C@H](C)CO)C[C@@H]1C ?
NSD2 inh: -0.8

How did C[C@H]1CN([C@@H](C)CO)C(=O)c2cc(NC(=O)C3CCCCC3)ccc2O[C@H]1CN(C)S(C)(=O)=O do in these assays?
NSD2 inh: -0.3

Results for CCCN(C)C[C@H]1Oc2cc(-c3ccncc3)ccc2S(=O)(=O)N([C@H](C)CO)C[C@H]1C ?
NSD2 inh: 6.3

How did COCC#Cc1ccc2c(c1)O[C@@H](CN(C)C(=O)c1ccccc1F)[C@H](C)CN([C@@H](C)CO)S2(=O)=O do in these assays?
NSD2 inh: 13.3

What do the screens show for `C[C@H](CO)N1C[C@H](C)[C@H](CN(C)C)Oc2c(NC(=O)Nc3cccc4ccccc34)cccc2C1=O`?
NSD2 inh: 2.5

How did COc1ccc(CN(C)C[C@@H]2Oc3c(NS(C)(=O)=O)cccc3C(=O)N([C@H](C)CO)C[C@@H]2C)cc1 do in these assays?
NSD2 inh: 9.4

How did C[C@@H]1CN([C@H](C)CO)C(=O)c2cc(NC(=O)NC3CCCCC3)ccc2O[C@@H](C)CCCCO[C@@H]1CN(C)S(=O)(=O)c1ccccc1 do in these assays?
NSD2 inh: -3.7

Results for C[C@H](CO)N1C[C@H](C)[C@H](CN(C)CC2CC2)Oc2ccc(NC(=O)C3CC3)cc2CC1=O ?
NSD2 inh: 2.2

What do the screens show for `O=C(N/N=C/c1ccc(F)c(Oc2ccccc2)c1)c1ccccc1O`?
NSD2 inh: 5.8

How did Cc1noc(C)c1S(=O)(=O)N(C)C[C@@H]1Oc2ccc(NS(=O)(=O)c3ccccc3)cc2CC(=O)N([C@@H](C)CO)C[C@H]1C do in these assays?
NSD2 inh: -2.7

What do the screens show for `COc1ccc(NC(=O)N(C)C[C@@H]2OCCCC[C@H](C)Oc3ccc(NC(=O)C4CCCCC4)cc3C(=O)N([C@H](C)CO)C[C@H]2C)cc1`?
NSD2 inh: -1.3

Results for Cn1c(=S)n(CCSc2nc3ccccc3n2-c2ccccc2)c2ccccc21 ?
NSD2 inh: -1.9

How did CC(C)CC#Cc1cnc2c(c1)C(=O)N([C@@H](C)CO)C[C@@H](C)[C@H](CN(C)C(=O)Nc1cc(F)ccc1F)O2 do in these assays?
NSD2 inh: -7.1

Results for C[C@H](CO)N1C[C@H](C)[C@@H](CN(C)Cc2ccc(C(=O)O)cc2)Oc2ccc(NC(=O)Cc3ccccc3)cc2C1=O ?
NSD2 inh: 0.8

How did C[C@H](CO)N1C[C@H](C)[C@H](CN(C)S(=O)(=O)c2ccccc2)Oc2ccc(NC(=O)Nc3ccc4c(c3)OCO4)cc2CC1=O do in these assays?
NSD2 inh: -6.2

How did COc1ccc(NC(=O)Nc2ccc3c(c2)C(=O)N([C@H](C)CO)C[C@H](C)[C@H](CN(C)C(=O)Nc2ccc(C(F)(F)F)cc2)O3)cc1 do in these assays?
NSD2 inh: -6.8

What do the screens show for `COc1ccc(NC(=O)N(C)C[C@H]2OCCCC[C@H](C)Oc3ccc(N(C)C)cc3C(=O)N([C@@H](C)CO)C[C@@H]2C)cc1`?
NSD2 inh: 5.3

What do the screens show for `C[C@@H]1CCCCO[C@H](CN(C)S(=O)(=O)c2cccs2)[C@@H](C)CN([C@H](C)CO)C(=O)c2cc(N(C)C)ccc2O1`?
NSD2 inh: -66.3

What do the screens show for `C=CCN(CC=C)C(=O)Cc1ccc(Br)cc1`?
NSD2 inh: -3.0

Already shown: entries from further up.
How did COc1ccc(NC(=O)Nc2ccc3c(c2)C(=O)N([C@H](C)CO)C[C@H](C)[C@H](CN(C)C(=O)Nc2ccc(C(F)(F)F)cc2)O3)cc1 do in these assays?
NSD2 inh: -6.8

What do the screens show for `COc1ccc(NC(=O)N(C)C[C@H]2OCCCC[C@H](C)Oc3ccc(N(C)C)cc3C(=O)N([C@@H](C)CO)C[C@@H]2C)cc1`?
NSD2 inh: 5.3

Retrieved by compound from above:
How did CC(C)CC#Cc1cnc2c(c1)C(=O)N([C@@H](C)CO)C[C@@H](C)[C@H](CN(C)C(=O)Nc1cc(F)ccc1F)O2 do in these assays?
NSD2 inh: -7.1

How did COc1ccc(NC(=O)Nc2ccc3c(c2)C(=O)N([C@H](C)CO)C[C@H](C)[C@H](CN(C)C(=O)Nc2ccc(C(F)(F)F)cc2)O3)cc1 do in these assays?
NSD2 inh: -6.8

Later entries
How did CNC[C@@H]1OCCCC[C@H](C)Oc2ccc(NC(=O)CCC(F)(F)F)cc2C(=O)N([C@H](C)CO)C[C@H]1C do in these assays?
NSD2 inh: 10.4

What do the screens show for `C[C@H](CO)N1C[C@H](C)[C@@H](CN(C)C)Oc2ncc(C#CC3(O)CCCC3)cc2C1=O`?
NSD2 inh: -1.1

How did Cc1cc(C(=O)Nc2cccc3c2O[C@@H](CN(C)Cc2ccc(C(=O)O)cc2)[C@H](C)CN([C@@H](C)CO)C3=O)n(C)n1 do in these assays?
NSD2 inh: 0.3

What do the screens show for `C[C@@H]1CN([C@@H](C)CO)S(=O)(=O)c2ccc(C#CCN(C)C)cc2O[C@@H]1CN(C)Cc1ccc(F)cc1`?
NSD2 inh: -1.4

Results for C[C@@H]1CN([C@@H](C)CO)C(=O)c2cc(Br)cnc2O[C@@H]1CN(C)C(=O)Nc1ccccc1 ?
NSD2 inh: 1.6

What do the screens show for `O=C(C[C@@H]1C[C@@H]2c3cc(NC(=O)C4CCOCC4)ccc3O[C@@H]2[C@@H](CO)O1)NCc1ccccc1F`?
NSD2 inh: 4.6

How did C[C@@H]1CN([C@@H](C)CO)C(=O)c2cc(NC(=O)Nc3ccc(F)cc3)ccc2O[C@@H]1CN(C)C(=O)Nc1ccccc1 do in these assays?
NSD2 inh: -3.3

How did CS(=O)(=O)Nc1ccc([N+](=O)[O-])cc1Oc1ccccc1 do in these assays?
NSD2 inh: -4.1

What do the screens show for `C[C@@H]1CN([C@H](C)CO)C(=O)c2cc(NC(=O)CCC(F)(F)F)ccc2O[C@H]1CN(C)Cc1ccc(C(=O)Nc2ccccc2N)cc1`?
NSD2 inh: -3.1

What do the screens show for `C[C@@H]1CN([C@H](C)CO)S(=O)(=O)c2ccc(C#Cc3ccccc3F)cc2O[C@@H]1CN(C)C(=O)Cc1ccncc1`?
NSD2 inh: 0.5

Results for C[C@H](CO)N1C[C@H](C)[C@H](CN(C)S(=O)(=O)c2cccs2)Oc2c(NC(=O)CCCCCC(=O)Nc3ccccc3N)cccc2C1=O ?
NSD2 inh: 3.0

Results for C[C@@H]1CN([C@H](C)CO)C(=O)c2cc(C#CC3(O)CCCC3)cnc2O[C@H]1CN(C)Cc1ccccn1 ?
NSD2 inh: -2.8

What do the screens show for `Cc1noc(C)c1S(=O)(=O)Nc1ccc2c(c1)C(=O)N([C@H](C)CO)C[C@H](C)[C@@H](CN(C)C(=O)Nc1ccc3c(c1)OCO3)OCCCC[C@@H](C)O2`?
NSD2 inh: 2.1

What do the screens show for `COc1ccc([Si](C)(C)[C@H]2[C@H](CCn3cc([C@H](O)c4ccccc4)nn3)O[C@@]3(C(=O)N(Cc4ccc(N5CCOC5=O)cc4)c4ccccc43)[C@@H]2C)cc1`?
NSD2 inh: -3.2

What do the screens show for `CNC[C@@H]1Oc2cc(-c3ccccc3F)ccc2S(=O)(=O)N([C@@H](C)CO)C[C@H]1C`?
NSD2 inh: 6.2

What do the screens show for `C[C@H](CO)N1C[C@H](C)[C@H](CN(C)Cc2cccnc2)Oc2cc(-c3cncnc3)ccc2S1(=O)=O`?
NSD2 inh: -6.5

How did O=C(Nc1ccc2c(c1)OCO2)N[C@H]1C=C[C@H](CC(=O)N2CCN(c3ccccc3)CC2)O[C@H]1CO do in these assays?
NSD2 inh: -0.4

Results for COc1ccc(NC(=O)Nc2ccc3c(c2)CC(=O)N([C@H](C)CO)C[C@H](C)[C@@H](CN(C)CC2CC2)O3)cc1 ?
NSD2 inh: 2.0

What do the screens show for `COc1ccc(S(=O)(=O)Nc2ccc3c(c2)CC(=O)N([C@@H](C)CO)C[C@@H](C)[C@@H](CN(C)CC2CC2)O3)cc1`?
NSD2 inh: -3.5

What do the screens show for `COc1ccc(S(=O)(=O)Nc2cccc3c2O[C@@H](CN(C)S(=O)(=O)c2ccccc2)[C@H](C)CN([C@@H](C)CO)C3=O)cc1`?
NSD2 inh: 0.0

Results for C[C@H]1CN([C@@H](C)CO)C(=O)CCCn2cc(nn2)CO[C@@H]1CN(C)Cc1cccc2c1OCCCO2 ?
NSD2 inh: -3.1

How did C[C@H](CO)N1C[C@H](C)[C@@H](CN(C)C)Oc2ccc(NC(=O)c3ccncc3)cc2CC1=O do in these assays?
NSD2 inh: 1.4

How did C[C@H](CO)N1C[C@H](C)[C@@H](CN(C)S(C)(=O)=O)Oc2ncc(C3=CCCC3)cc2C1=O do in these assays?
NSD2 inh: 4.1

What do the screens show for `C[C@H]1CCCCO[C@H](CN(C)CC2CCCCC2)[C@@H](C)CN([C@@H](C)CO)C(=O)c2cc(NS(=O)(=O)c3cn(C)cn3)ccc2O1`?
NSD2 inh: -1.0

What do the screens show for `C[C@H](O)C#Cc1ccc2c(c1)O[C@H](CN(C)C(=O)c1ccccc1)[C@H](C)CN([C@H](C)CO)S2(=O)=O`?
NSD2 inh: -3.8

What do the screens show for `CCCC#Cc1ccc2c(c1)O[C@@H](CN(C)C(C)=O)[C@@H](C)CN([C@H](C)CO)S2(=O)=O`?
NSD2 inh: 3.3

Results for Cc1noc(C)c1S(=O)(=O)Nc1ccc2c(c1)C(=O)N([C@H](C)CO)C[C@@H](C)[C@H](CN(C)Cc1ccccc1)OCCCC[C@@H](C)O2 ?
NSD2 inh: -1.2

What do the screens show for `Cc1noc(C)c1S(=O)(=O)Nc1ccc2c(c1)C(=O)N([C@H](C)CO)C[C@@H](C)[C@@H](CN(C)C)O2`?
NSD2 inh: -2.9

Results for C[C@@H]1CCCCO[C@@H](CN(C)C(=O)Nc2ccc(F)cc2)[C@H](C)CN([C@H](C)CO)C(=O)c2cc(NC(=O)c3ccncc3)ccc2O1 ?
NSD2 inh: -5.4

How did O=C(NO)c1cccc(C(=O)N/N=C/c2ccc(-c3ccccc3)cc2)c1 do in these assays?
NSD2 inh: 23.4

Results for C[C@@H]1CCCCO[C@@H](CN(C)Cc2ccncc2)[C@H](C)CN([C@H](C)CO)C(=O)c2cc(NC(=O)C3CCCCC3)ccc2O1 ?
NSD2 inh: 1.0

How did CC(=O)N(C)C[C@H]1Oc2cc(-c3ccccc3)ccc2S(=O)(=O)N([C@@H](C)CO)C[C@H]1C do in these assays?
NSD2 inh: -0.2

What do the screens show for `C[C@H]1CN([C@@H](C)CO)C(=O)Cc2cc(NS(C)(=O)=O)ccc2O[C@H]1CN(C)S(=O)(=O)c1ccc(F)cc1`?
NSD2 inh: 0.3

Results for CC(C)NC(=O)Nc1ccc2c(c1)CC(=O)N([C@@H](C)CO)C[C@@H](C)[C@H](CN(C)S(=O)(=O)c1ccccc1)O2 ?
NSD2 inh: -4.8

What do the screens show for `C[C@H]1CN([C@@H](C)CO)S(=O)(=O)c2ccc(C3=CCCC3)cc2O[C@H]1CN(C)C(=O)c1ccccn1`?
NSD2 inh: 0.6

What do the screens show for `CC(C)NC(=O)N(C)C[C@@H]1Oc2c(NC(=O)CCCCCC(=O)Nc3ccccc3N)cccc2C(=O)N([C@H](C)CO)C[C@H]1C`?
NSD2 inh: 1.1

Of the compounds above, these have a thiophene ring, fused or not:
What do the screens show for `C[C@@H]1CCCCO[C@H](CN(C)S(=O)(=O)c2cccs2)[C@@H](C)CN([C@H](C)CO)C(=O)c2cc(N(C)C)ccc2O1`?
NSD2 inh: -66.3

Results for C[C@H](CO)N1C[C@H](C)[C@H](CN(C)S(=O)(=O)c2cccs2)Oc2c(NC(=O)CCCCCC(=O)Nc3ccccc3N)cccc2C1=O ?
NSD2 inh: 3.0

More results:
Results for C[C@H](CO)N1C[C@H](C)[C@@H](CN(C)C(=O)c2ccncc2)Oc2ncc(C#CC3CC3)cc2C1=O ?
NSD2 inh: -3.9

Results for C[C@H]1CN([C@@H](C)CO)C(=O)c2cc(NS(=O)(=O)c3ccc(F)cc3)ccc2O[C@H]1CN(C)CC1CC1 ?
NSD2 inh: 3.2

What do the screens show for `O=C(C[C@H]1CC[C@H](NC(=O)c2cccc(F)c2)[C@@H](CO)O1)NCc1ccc(Oc2ccccc2)cc1`?
NSD2 inh: 1.2

What do the screens show for `C[C@H]1CN([C@@H](C)CO)C(=O)c2cc(NC(=O)c3ccncc3)ccc2O[C@H]1CN(C)C(=O)Nc1ccc2c(c1)OCO2`?
NSD2 inh: 2.0

Results for C[C@H](CO)N1C[C@H](C)[C@H](CN(C)C(=O)Nc2ccc(C(F)(F)F)cc2)Oc2c(NC(=O)C3CCOCC3)cccc2C1=O ?
NSD2 inh: 5.3

How did C[C@@H]1CN([C@H](C)CO)C(=O)c2cc(NS(=O)(=O)c3cn(C)cn3)ccc2O[C@H]1CN(C)S(=O)(=O)c1ccc(Cl)cc1 do in these assays?
NSD2 inh: 0.4

What do the screens show for `C[C@@H]1CN([C@H](C)CO)C(=O)c2cc(NC(=O)Nc3ccc(C(F)(F)F)cc3)ccc2O[C@@H](C)CCCCO[C@H]1CN(C)S(=O)(=O)c1cccs1`?
NSD2 inh: 1.3
